Screens deposited in PubChem BioAssay by National Center for Advancing Translational Sciences (NCATS).
PTHR1 ag: agonists of human PTHR1 parathyroid hormone receptor; 410,000 tested, 0.075% active; Q03431; Potency, µM (doses to about 115 µM), inactives show at the top dose activation, hits mostly activators; HEK293 GP2 PTHR1 cells, GloSensor cAMP luminescence, 1 h; note: nearly all actives have a fitted effect of over 55% in size; some results filed as inactive show a strong effect at the top dose; inactives centre near -15; many of its hits are not listed in these tables
Target sequence (Q03431 whole entry, looked up): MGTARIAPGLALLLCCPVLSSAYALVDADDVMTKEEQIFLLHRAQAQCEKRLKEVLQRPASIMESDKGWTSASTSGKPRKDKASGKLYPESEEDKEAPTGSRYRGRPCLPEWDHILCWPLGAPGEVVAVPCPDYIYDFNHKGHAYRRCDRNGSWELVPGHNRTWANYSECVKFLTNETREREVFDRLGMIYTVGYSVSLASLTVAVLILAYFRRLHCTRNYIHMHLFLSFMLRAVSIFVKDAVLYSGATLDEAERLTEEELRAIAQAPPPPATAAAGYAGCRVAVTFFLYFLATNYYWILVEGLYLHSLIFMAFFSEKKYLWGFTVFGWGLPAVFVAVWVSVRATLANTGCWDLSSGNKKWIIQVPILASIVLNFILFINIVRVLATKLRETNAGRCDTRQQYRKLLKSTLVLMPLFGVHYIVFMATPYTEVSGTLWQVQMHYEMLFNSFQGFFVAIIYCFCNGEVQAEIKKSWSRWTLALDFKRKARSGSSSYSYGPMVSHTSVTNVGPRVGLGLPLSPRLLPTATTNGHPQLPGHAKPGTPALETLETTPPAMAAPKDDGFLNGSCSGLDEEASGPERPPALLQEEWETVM
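HEK-293-derived GP2 cells expressing PTHR1 and a GloSensor cAMP reporter, 3,000/well, plated overnight, given luciferin plus IBMX (each 0.5 mM as added) for 1 h at 37 °C, then compound for 1 h at 37 °C. Luminescence was read after 15 min at room temperature.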
HEK293 tox: cytotoxic in the GLP-1 receptor inverse agonist counter-screen; HEK293 cAMP-luciferase reporter cells, luminescence, 24 h; Potency, µM (doses to about 38.3 µM), without a hit: at the top dose activity change, negative = inhibition, hits mostly inhibitors; 410,000 tested, 0.13% active;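 note: loss of luciferase light is scored as toxicity; % is set by controls: 0 for no effect and ±100 for the full control effect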
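Compound-treated cells are incubated 24 hr at 37 deg C under 5% CO2 after a 12 hour attachment period, then luciferase detection reagent is added and luminescence is measured following 12 min at room temperature; lowered signal indicates toxicity.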
GLP-1R inv ag: acts as inverse agonist at human GLP-1 receptor | HEK293 GLP-1R CRE-luciferase, luminescence, 24 h; GLP-1R form is constitutively active | P43220 | 410,000 tested, 1.6% active | Potency, µM (top dose mostly 38.3 µM), for inactives: at the top dose activity change, negative = inhibition, usual class: inhibitors; note: % is set by controls: 0 for no effect and ±100 for the full control effect; nearly all actives have a fitted effect of over 55% in size
Target sequence (P43220 whole entry, looked up): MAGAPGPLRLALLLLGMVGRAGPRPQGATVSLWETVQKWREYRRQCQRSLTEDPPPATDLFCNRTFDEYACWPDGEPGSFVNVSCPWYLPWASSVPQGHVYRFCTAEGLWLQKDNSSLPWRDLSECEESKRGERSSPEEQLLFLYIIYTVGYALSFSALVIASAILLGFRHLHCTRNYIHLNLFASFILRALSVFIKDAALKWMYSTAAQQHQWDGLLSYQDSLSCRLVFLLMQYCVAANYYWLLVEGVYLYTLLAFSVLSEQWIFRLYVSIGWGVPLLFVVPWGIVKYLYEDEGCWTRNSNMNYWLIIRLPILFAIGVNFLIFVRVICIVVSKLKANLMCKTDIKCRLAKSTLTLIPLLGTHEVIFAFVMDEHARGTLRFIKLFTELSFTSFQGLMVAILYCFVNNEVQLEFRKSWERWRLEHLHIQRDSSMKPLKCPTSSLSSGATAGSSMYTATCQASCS
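GLP-1R inverse agonism mode: basal reporter luminescence in engineered HEK293 cells measured after one day of compound exposure at 37 deg C, with a 12 min room-temperature detection step.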
An asterisk follows results filed as active; i = inactive; ? = inconclusive; [ ] = remark or other dose. Calls come from the whole dose curve; as a rule, active = well fitted curve in the direction sought with a large enough effect; inconclusive = small, poorly fitted or top-dose-only effect, or another doubt; inactive = no such curve, though single readings can be large; an effect the other way counts as inactive or inconclusive. Potency is the fitted concentration of half-maximal effect. Not all compounds are listed; count on the stated rates, not on these rows.

Molecule | PTHR1 ag | HEK293 tox | GLP-1R inv ag
COc1cc(NC(=O)c2cc(-c3cccs3)on2)c(OC)cc1Cl | i | 1.4% | -0.5%
Cc1ccc(OCc2ccc(-c3nc(C#N)c(NCc4cccnc4)o3)o2)cc1 | -4.4% | 7.6% | 14.7%
Cc1ccc(Cn2c(CNC(=O)c3ccccc3Br)nc3cccnc32)cc1 | -5.9% | -2.4% | 0.5%
CCOC(=O)c1cc(-c2ccccc2)n(-c2cccc(C(=O)Nc3ccc(OCC)cc3)c2)c1C | -6.7% | 4.4% | 5.01µM*
CCC1CCc2c(sc(NC(=O)C3c4ccccc4Oc4ccccc43)c2C(=O)OC)C1 (centres undefined) | -14.7% | 42.2% | ?
Cc1ccccc1NC(=O)CSC1=Nc2ccccc2C2=NC(CCC(=O)NCc3ccccc3)C(=O)N12 (centres undefined) | 1.9% | 12.5% | 1.8%
Cc1ccc(NC(=O)C2CCCN2S(=O)(=O)c2cccc3cccnc23)cc1 (centres undefined) | i | 1.2% | 1.4%
COc1ccc(C(=O)CSc2nc(C)cc(C)c2C(=O)Nc2ccccc2C)cc1 | -3.9% | 5.4% | 7.4%
N#Cc1ccc(C(=O)Nc2ccc3c(c2)N(C2CCCC2)C(=O)c2ccccc2S3)cc1 | -18.5% | 2.8% | ?
CCN(CC)c1ccc2cc(-c3nnc(Nc4ccc(C)cc4)s3)c(=O)oc2c1 | i | 23.9% | 14.0%
CCOC(=O)c1cnc2c(C)c(Cl)ccc2c1NCCc1ccc(OC)c(OC)c1 | -24.5% | 0.6% | 30.9%[activator]
O=C(NCC1CCN(Cc2ccccc2Cl)CC1)c1cc2ccc3cccnc3c2[nH]1 | i | -16.3% | ?
CCCCOc1ccc(C(=O)NCc2nnnn2-c2ccc(C)c(C)c2)cc1 | i | -10.9% | ?
CC(C)NS(=O)(=O)c1ccc2nc(NC(=O)c3cncc(Br)c3)sc2c1 | -32.0% | 0.0% | 5.5%
CCOc1ccc(CNC(=O)c2cccc(NC(=O)N3CCSc4ncccc43)c2)cc1 | -7.3% | -13.6% | 11.2%
CCOc1ccccc1CNc1ncnc2c1nc1n2CCCC1 | 2.1% | -6.1% | ?
Cc1ccc(-n2nc(CO)c(C(=O)NC(C)CCCc3ccccc3)n2)cc1C (centres undefined) | -84.5%[inhibitor] | 2.1% | ?
Cc1cc2oc(C(=O)N(Cc3ccccc3)C3CCS(=O)(=O)C3)cc(=O)c2cc1C (centres undefined) | i | -8.5% | 46.2%[activator]
Cc1ccc(CN(Cc2ccco2)C(=O)c2cccc(C)c2)cc1 | i | 0.7% | 11.2µM*
CCOc1ccc(CNC(=O)C2CCN(C(=O)c3sccc3-n3cccc3)CC2)cc1 | -17.8% | 5.7% | 2.2%
CCCCn1cc(S(=O)(=O)c2ccc(C)cc2)c(=O)c2cc(F)c(N3CCCCC3)cc21 | ? | 2.1% | 13.1%
Cc1cc(C)c2c(CC(=O)N(Cc3ccc(N(C)C)cc3)Cc3ccco3)coc2c1 | i | 0.8% | ?
CCOCCCNC(=O)CN1C(=O)c2cccnc2Sc2ccccc21 | -9.2% | -1.8% | 10.1%
Cc1ccc(-c2nc(CS(=O)CC(=O)N3CCN(c4cccc(Cl)c4)CC3)c(C)o2)cc1 (centres undefined) | -86.5%[inhibitor] | 1.0% | -10.3%
Cn1c(=O)c2c(n3c4ccccc4nc13)NC(=O)CC2c1cccc(Cl)c1 (centres undefined) | i | 0.3% | -1.7%
CCc1nnc(NC(=O)c2nc(SC)ncc2Cl)s1 | i | -6.3% | 6.9%
COc1ccc(NC(=O)N2CCC(n3c(C)nc4cccnc43)CC2)cc1OC | i | 4.8% | 9.4%
CCOc1ccc(N(CC)S(=O)(=O)N2CCCC(C(=O)NCc3ccc(Cl)cc3)C2)cc1 (centres undefined) | -32.3%[inhibitor] | -1.5% | ?
CCc1ccc(-n2c(N3CCN(c4cccc(C)c4C)CC3)nc3ccccc3c2=O)cc1 | i | 2.8% | -3.1%
COC(=O)c1ccccc1NC(=O)CCn1nc(C)c2c(C)n(-c3ccccc3)nc2c1=O | -46.6%[inhibitor] | 1.2% | -6.8%
Cc1ccc(Cn2c(SCc3ccc(C(=O)NCCc4ccccc4)cc3)nc3ccncc32)cc1 | -3.6% | -2.2% | ?
CCCOc1ccc(CNC(=O)C(CC)n2nc(C)c3sc4ccccc4c3c2=O)cc1 (centres undefined) | -23.7% | 3.7% | 7.0%
Cc1ccc(Cl)cc1N(C)C(=O)Cn1nc(Cc2cccnc2)c2ccccc2c1=O | i | 0.7% | 5.6%
COc1ccc(OC)c(-c2cc(C(=O)Nc3cnn(Cc4ccc(Cl)cc4Cl)c3)no2)c1 | -50.4%[inhibitor] | 0.5% | -3.0%
CC(C(=O)NCc1ccc(Cl)cc1)n1ccc2cc(S(=O)(=O)N3CCCCCC3)ccc21 (centres undefined) | i | -15.8% | ?
COc1ccccc1N1CCN(C(=O)CCS(=O)(=O)c2cc(Br)cc3c2N(C(=O)C2CC2)CC3)CC1 | -2.9% | -5.0% | -1.2%
COC(=O)C(C)Sc1nnc2cc(C)c3cc(C)cc(C)c3n12 (centres undefined) | i | -1.5% | 18.6%
CCOc1ccc(NC(=O)c2c(Nc3ccccc3C)sc(C(=O)c3ccc(Cl)cc3)c2N)cc1 | -26.0% | -1.6% | -11.6%
COc1cc(/C=C(\C#N)c2nc3ccccc3n2C)cc(OC)c1OC | -23.1% | 17.5% | 7.7%
CC(NC(=O)c1ccc2c(c1)CCN2S(=O)(=O)c1ccccc1)c1ccccc1 (centres undefined) | -17.7% | 6.3% | ?
COc1ccc(/C=C(\C#N)c2nc(-c3cc4c(ccc5ccccc54)oc3=O)cs2)cc1O | i | 6.7% | 5.8%
CCOc1ccccc1NC(=O)c1ccc2c(c1)CCN2S(C)(=O)=O | i | -8.8% | 13.3%
Cc1ccc(NC(=O)c2c(NC(=O)c3ccc(F)cc3)sc3c2CCCC3)cc1C | i | 2.5% | 11.4%
CCOc1ccc2nc(N3CCCC(C(=O)Nc4ccc(Br)c(C)c4)C3)sc2c1 (centres undefined) | -65.1%[inhibitor] | 0.2% | 13.5%
Cc1ccc2c(c1)NC(=O)c1cccnc1O2 | i | 0.6% | 6.8%
CCc1cccc(C)c1Nc1c(-c2cccs2)nc2ncccn12 | i | 57.0%[activator] | ?
Cn1ccc2c(OCC(=O)Nc3cc(C(F)(F)F)ccc3Cl)cccc2c1=O | -1.4% | 0.0% | 3.4%
O=C(COc1ccccc1)NCc1ccc2c(c1)CCN2C(=O)c1ccc(F)cc1 | -23.0% | 0.2% | ?
CN(Cc1ccccc1)C(=O)Cn1ncc2c3ccccc3n(Cc3cccc(Cl)c3)c2c1=O | i | -8.6% | -28.4%
COc1cc(C(=O)NCC(c2cccs2)S(=O)(=O)c2ccc(F)cc2)cc(OC)c1OC (centres undefined) | ? | 0.1% | 14.6%

Continued:
Molecule | PTHR1 ag | HEK293 tox | GLP-1R inv ag
COc1ccc(Cl)cc1-n1nnc(-c2nc(-c3ccc4c(c3)OCO4)no2)c1C | -24.1% | 0.1% | -2.9%
Cc1ccc(C)c(NC(=O)N2CCC(N3CCN(Cc4ccc(F)cc4)C(=O)C3=O)CC2)c1 | -0.3% | 0.5% | -3.4%
CC(=O)c1cccc(NC(=O)c2ccc3c(c2)c(C)c(C)n3Cc2ccc(Cl)cc2)c1 | -15.3% | -17.9% | ?
O=C(/C=C/c1ccccc1)Nc1cc(-c2nc3ccccc3o2)ccc1Cl | i | 16.8% | 9.2%
Cc1ccc(/C=C/c2onc(C)c2S(=O)(=O)N2CCC(C(=O)N3CCOc4ccccc43)CC2)cc1 | -0.4% | 0.3% | 4.9%
Cc1ccc(NC(=O)CN2C=NS(=O)(=O)c3ccccc32)cc1 | i | -2.8% | 3.4%
O=C(Cn1c(=O)n(-c2ccccc2)c(=O)c2c3c(sc21)CCC3)c1ccc(F)cc1 | i | -11.2% | ?
Cn1c(CN2CCOCC2)nc2cc(NC(=O)c3ccccc3[N+](=O)[O-])ccc21 | -34.9%[inhibitor] | 12.4% | 6.5%
O=C(NC1CC(=O)N(c2ccc(F)cc2)C1)c1ccc(S(=O)(=O)N2CCCCC2)cc1 (centres undefined) | i | -2.2% | -11.6%
CCOC(=O)c1c(C)[nH]c(C)c1S(=O)(=O)N1CCCC(C(=O)Nc2cccc(CC)c2)C1 (centres undefined) | i | 2.6% | -18.0%

6 compounds drawn at random from the list so far:
Molecule | PTHR1 ag | HEK293 tox | GLP-1R inv ag
COc1ccc(Cl)cc1-n1nnc(-c2nc(-c3ccc4c(c3)OCO4)no2)c1C | -24.1% | 0.1% | -2.9%
Cc1ccc(C)c(NC(=O)N2CCC(N3CCN(Cc4ccc(F)cc4)C(=O)C3=O)CC2)c1 | -0.3% | 0.5% | -3.4%
O=C(/C=C/c1ccccc1)Nc1cc(-c2nc3ccccc3o2)ccc1Cl | i | 16.8% | 9.2%
O=C(Cn1c(=O)n(-c2ccccc2)c(=O)c2c3c(sc21)CCC3)c1ccc(F)cc1 | i | -11.2% | ?
Cc1ccc(NC(=O)CN2C=NS(=O)(=O)c3ccccc32)cc1 | i | -2.8% | 3.4%
Cc1ccc(/C=C/c2onc(C)c2S(=O)(=O)N2CCC(C(=O)N3CCOc4ccccc43)CC2)cc1 | -0.4% | 0.3% | 4.9%

More structures
Molecule | PTHR1 ag | HEK293 tox | GLP-1R inv ag
COc1ccc(-c2noc(C3CC(=O)N(c4cc(C)cc(C)c4)C3)n2)cc1 (centres undefined) | i | -1.8% | 1.1%
CCOc1ccc(NC(=O)/C(C#N)=C\c2ccc(-c3ccc(Cl)cc3)o2)cc1 | -5.8% | -5.7% | -1.3%
O=C(NC1CC(=O)N(c2ccc(F)cc2)C1)c1ccco1 (centres undefined) | i | -7.4% | -3.1%
CCOc1ccc(N(CC(=O)Nc2ccccc2CC)S(=O)(=O)c2c(C)noc2C)cc1 | -18.7% | -25.0% | ?
O=C(CCCCCn1c(=O)[nH]c2ccccc2c1=O)NCc1ccc(Cl)cc1 | -0.2% | -6.0% | 2.5%
CCOc1ccc(NC(=O)CCCc2nc(-c3cccc(OC)c3)no2)cc1 | -16.5% | -2.0% | -13.0%
CCC1=Nc2cc(C(=O)NCc3ccc(C)cc3)ccc2Sc2ccc(C)cc21 | i | -20.3% | 7.08µM*
O=C(CCc1ccccc1)N1CCc2c([nH]c3ccccc23)C1c1ccc(Cl)cc1 (centres undefined) | i | 0.6% | ?
Cc1cccc(Nc2nnc(-c3ccc(C)c(S(=O)(=O)NCC4CCCO4)c3)c3ccccc23)c1 (centres undefined) | -6.4% | 1.6% | ?
COc1ccc(OC)c(NC(=O)N2CCC(N3CCN(Cc4ccc(F)cc4)C(=O)C3=O)CC2)c1 | i | 1.8% | -2.5%
CCOC(=O)N1CCc2c(sc3c2c(=O)n(CCc2ccccc2)c(=O)n3Cc2c(F)cccc2Cl)C1 | -19.0% | 6.6% | 3.5%
O=S(=O)(c1ccc(Cl)cc1)c1nc(-c2ccco2)oc1SCc1ccc(F)cc1 | -12.0% | 23.5% | ?
COc1cc(NC(=O)CC2C(=O)N(c3ccc(Cl)cc3)C(=O)N2Cc2cccs2)cc(OC)c1 (centres undefined) | -0.7% | -16.2% | ?
CC1CCCN(Cc2c(O)ccc3c(=O)c(Oc4ccc(C(C)(C)C)cc4)c(C(F)(F)F)oc23)C1 (centres undefined) | i | -1.2% | 3.7%
CCNC(=O)c1c2c(nc3ccccc13)C(=O)N(C1CCCCC1)C2 | ? | -9.8% | -6.3%
COc1ccc(S(=O)(=O)NCCc2csc(-c3cccc(F)c3)n2)cc1OC | ? | 12.9% | -0.4%
Cc1ccc(CN2CCN(C3CCN(S(=O)(=O)N(C)C)CC3)C(=O)C2=O)cc1 | i | 5.4% | -4.7%
Cc1c(CC(=O)NCc2ccc(F)cc2)c(=O)oc2cc(O)c(Cl)cc12 | -10.8% | 2.1% | 11.3%
CCOc1ccccc1NC(=O)c1ccc(F)c(S(=O)(=O)NCc2ccc3c(c2)OCO3)c1 | -42.6%[inhibitor] | 0.4% | ?
COc1ccc(S(=O)(=O)c2c(O)c3ccc(C(=O)NCc4ccc(F)cc4)cc3[nH]c2=O)cc1 | ? | 0.7% | 13.4%
CCCc1cc(=O)[nH]c(SCc2nc(-c3ccccc3)no2)n1 | i | 2.8% | -11.0%
CCN(CC)CCCNC(=O)Cn1ncc2c3ccccc3n(Cc3ccccc3)c2c1=O | i | -7.6% | -9.7%
